High-throughput results (PubChem)
PHOSPHO1 block: PHOSPHO1 (human) inhibition. inhibition, % at 13.3 µM. recombinant PHOSPHO1, absorbance phosphatase assay. Q8TCT1. AID 1565. hit rate 1.1% among 290,000; in the data active = inhibition above about 60%
Target sequence (Q8TCT1 whole entry, looked up): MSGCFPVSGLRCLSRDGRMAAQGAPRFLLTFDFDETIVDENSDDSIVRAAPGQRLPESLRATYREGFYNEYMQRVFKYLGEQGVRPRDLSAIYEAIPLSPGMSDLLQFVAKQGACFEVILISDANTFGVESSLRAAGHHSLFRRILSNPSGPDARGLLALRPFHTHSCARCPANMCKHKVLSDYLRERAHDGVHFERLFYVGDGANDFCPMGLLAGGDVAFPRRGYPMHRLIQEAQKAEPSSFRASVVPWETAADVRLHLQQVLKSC
GalR3 antag: blocks the human galanin receptor 3; HEK293 GalR3-CNG cAMP membrane potential fluorescence; galR3 body fused to GalR1 C-terminus; O60755; hit rate 0.44% among 360,000; inhibition, % at 3 µM;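 active = inhibition above the screen-wide average plus 3 SD, cut at about 13% in these data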;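 note: forskolin and galanin both at EC90 stimulate the cells; cAMP rise reported by CNG channel membrane potential dye signal; 0% = forskolin plus galanin with DMSO and 100% = forskolin alone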
Target sequence (O60755 1-299 limits assumed): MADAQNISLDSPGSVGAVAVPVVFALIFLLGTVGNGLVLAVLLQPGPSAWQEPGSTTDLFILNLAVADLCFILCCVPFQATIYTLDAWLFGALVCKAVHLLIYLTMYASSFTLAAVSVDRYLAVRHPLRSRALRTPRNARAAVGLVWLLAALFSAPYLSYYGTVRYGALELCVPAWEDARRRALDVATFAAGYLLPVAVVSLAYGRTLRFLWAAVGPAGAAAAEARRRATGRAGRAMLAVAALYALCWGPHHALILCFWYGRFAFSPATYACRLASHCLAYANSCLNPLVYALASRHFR
* = called active by the depositor; x = no result given. The list is partial; rates above refer to the full screens.

SMILES	PHOSPHO1 block	GalR3 antag
c1ccc(-c2nc3ccccc3nc2-c2ccc(CN3CCC(c4nc5ccccc5[nH]4)CC3)cc2)cc1	x	-8
C[C@H](CO)N1C[C@H](C)[C@H](CN(C)Cc2cccc(O)c2)OCc2ccccc2-c2c(n(C)c3ccccc23)C1=O	x	-3
CC1(C(=O)Nc2cnc3ccccc3c2)CCN1CCc1ccccc1 (centres undefined)	x	-8
CC(C)NC1(C(N)=O)CCN(Cc2ccccc2)CC1	x	-2
CC1(Cc2ccccc2Cl)C(=O)Nc2ccc(OC(F)(F)F)cc21 (centres undefined)	x	-5
O=C(Nc1ccc(C(O)c2ccccc2)cc1)[C@H]1C[C@H](O)[C@@H](CO)O1 (some centres undefined)	x	-3
CCN(c1ccccc1)S(=O)(=O)c1ccc(C(=O)NCc2ccccn2)cc1	x	-4
O=C(COC(=O)c1ccc(S(=O)(=O)N2CCCCC2)cc1)Nc1ccccc1Cl	x	-2
COc1ccc(CC(N)c2csc(NC(=O)c3ccc(F)cc3)n2)cc1 (centres undefined)	x	-4
C[C@@H]1CN([C@@H](C)CO)C(=O)CCCn2nncc2CO[C@@H]1CN(C)C(=O)c1ccc(N2CCN(C)CC2)cc1	x	-7
Cc1cc(Br)cn2c(Cc3ccsc3)c(-c3ccc(F)cc3)nc12	x	-4
NC(=S)NN=C1CCC2(CCCCC2)CC1	x	-4
CC1(C(=O)Nc2cccc(C(F)(F)F)c2)Cc2c(-c3ccccc3)ccnc2O1 (centres undefined)	x	-1
O=C(NNC(=S)Nc1cccc(C(F)(F)F)c1)c1ccncc1	x	-4
CCN1CCN(S(=O)(=O)c2ccc(Cl)c(C(=O)N(CCc3ccccc3)Cc3ccccc3)c2)CC1	x	-6
O=C(CCCN1C(=O)c2cccc3cccc(c23)C1=O)OCC(=O)N1CCCCC1	x	-2
O=C(NC(c1ccc(Cl)cc1)c1cnccn1)C1CCN(Cc2ccc(Cl)cc2)CC1 (centres undefined)	x	-7
COc1cc(C2c3cc4c(cc3OC(C)(N3CCCC3)C2C)OCO4)cc(OC)c1OC (centres undefined)	x	-6
O=S(=O)(O)Sc1ccccc1	x	-3
CCOC(=O)[C@]12CCC=C1N(Cc1cccc3ccccc13)C(=O)[C@H](CC(=O)N1CCSCC1)C2	x	-6
CCCCN1C[C@H](C)[C@@H](CC(=O)Nc2ccc(OC)cc2)C1=O	x	-3
COc1ccc(NC(=O)c2cc(C3CCCCN3C(=O)OCc3ccccc3)on2)c(C)c1 (centres undefined)	x	-2
Cc1c(CC(=O)NCC(=O)NCC(=O)N[C@@H](Cc2ccccc2)C(=O)O)c(=O)oc2c(C)c(O)ccc12	x	-2
CC1=CC(=O)Nc2ncccc2O1	x	-6
CC1(C(=O)NCc2ccc(Cl)cc2)CCN1C(=O)Cc1cccs1 (centres undefined)	x	-2
COc1ccc(-c2ccc3c(c2)C2CC3CCN2)cc1 (centres undefined)	x	-4
Cc1cc(C)c(S(=O)(=O)N2CCN(c3ccccn3)CC2)c(C)c1	x	-3
N#Cc1ccc(OCC(=O)OCC(=O)N2CCc3ccccc32)cc1	x	-9
CC(C)=CCNc1ncnc2c1c(C#N)cn2C1OC(CO)C(O)C1O (centres undefined)	x	-3
CCCCn1nnnc1C(c1ccccc1)N1CCN(c2c(Cl)cncc2Cl)CC1 (centres undefined)	x	-8
C=CCn1c(C)cc(-c2csc(NC(=O)C3CCN(c4ncnc5sc(C)c(C)c45)CC3)n2)c1C	x	-3
CCOC(=O)C1(C)CCCN1C(=O)c1ccc(F)c(Cl)c1 (centres undefined)	x	-3
CCOC(=O)C1(C)CCN1C(=O)c1ccc(Cl)cc1Cl (centres undefined)	x	-4
Clc1ccc(-c2nnc(-c3cccc4ccccc34)o2)cc1	x	-2
COC(=O)[C@@]1(Cc2ccc(F)cc2)[C@H]2c3cc(C(=O)N4CCCC4)n(CCSCCO)c3C[C@H]2CN1C(=O)c1ccccc1	x	-1
CCOC(=O)C1=C(COC(=O)Cc2ccccc2[N+](=O)[O-])NC(=O)NC1C (centres undefined)	x	-6
COc1cc2c3c(c1OC)C(=O)CC3CCCC2 (centres undefined)	x	-8
CCOC1CCCc2oc(-c3ccc(N(C)C)cc3)c(C(=O)OC)c21 (centres undefined)	x	-5
CCN(C(=O)Nc1cccc2ccccc12)c1ccccc1	x	-3
COc1cc(CN2CCC(C(=O)NC(c3ccc(-c4ccccc4)cc3)c3cnccn3)CC2)cc(OC)c1 (centres undefined)	x	-9

14 of these compounds, set out differently:
| Molecule | PHOSPHO1 block | GalR3 antag |
| --- | --- | --- |
| COc1ccc(NC(=O)c2cc(C3CCCCN3C(=O)OCc3ccccc3)on2)c(C)c1 (centres undefined) | x | -2 |
| Cc1c(CC(=O)NCC(=O)NCC(=O)N[C@@H](Cc2ccccc2)C(=O)O)c(=O)oc2c(C)c(O)ccc12 | x | -2 |
| CC1=CC(=O)Nc2ncccc2O1 | x | -6 |
| CC1(C(=O)NCc2ccc(Cl)cc2)CCN1C(=O)Cc1cccs1 (centres undefined) | x | -2 |
| COc1ccc(-c2ccc3c(c2)C2CC3CCN2)cc1 (centres undefined) | x | -4 |
| Cc1cc(C)c(S(=O)(=O)N2CCN(c3ccccn3)CC2)c(C)c1 | x | -3 |
| N#Cc1ccc(OCC(=O)OCC(=O)N2CCc3ccccc32)cc1 | x | -9 |
| CC(C)=CCNc1ncnc2c1c(C#N)cn2C1OC(CO)C(O)C1O (centres undefined) | x | -3 |
| CCCCn1nnnc1C(c1ccccc1)N1CCN(c2c(Cl)cncc2Cl)CC1 (centres undefined) | x | -8 |
| C=CCn1c(C)cc(-c2csc(NC(=O)C3CCN(c4ncnc5sc(C)c(C)c45)CC3)n2)c1C | x | -3 |
| CCOC(=O)C1(C)CCCN1C(=O)c1ccc(F)c(Cl)c1 (centres undefined) | x | -3 |
| CCOC(=O)C1(C)CCN1C(=O)c1ccc(Cl)cc1Cl (centres undefined) | x | -4 |
| Clc1ccc(-c2nnc(-c3cccc4ccccc34)o2)cc1 | x | -2 |
| COC(=O)[C@@]1(Cc2ccc(F)cc2)[C@H]2c3cc(C(=O)N4CCCC4)n(CCSCCO)c3C[C@H]2CN1C(=O)c1ccccc1 | x | -1 |

(listing goes on)
SMILES	PHOSPHO1 block	GalR3 antag
COC(=O)c1cc2c(c3c4cc(C)ccc4n(S(=O)(=O)c4ccc(OC)cc4)c13)C(=O)N(C)C2	x	-7
COc1ccc(NC(=O)NC[C@@H]2CC[C@@H](Cc3ccc(-c4ccccc4)cc3)O2)cc1	x	-4
COCCCN1C(=O)C(CC(=O)NCCN2CCOCC2)CC(C(=O)N2CCCCCC2)=C1C (centres undefined)	x	0
Cc1cc(C)cc(NC(=S)N2CCC(C(=O)c3ccc(F)cc3)CC2)c1	x	-7
C[C@@H]1ON(C)[C@H]2C[C@H]3c4[nH]c5c(-c6ccccc6)cccc5c4CCN3C[C@@H]12	x	-8
CCCc1c(-c2ccc(F)cc2)ncn1Cc1ccccc1OC	x	-8
COc1ccc(CN2C(=O)C(CC(=O)NCCCCc3ccccc3)CC(C(=O)N(C)C)=C2C)cc1 (centres undefined)	x	-4
CC(C)(C)n1nnnc1C(c1ccnc2ccccc12)N1CCN(C/C=C/c2ccccc2)CC1 (centres undefined)	x	-8
CCc1c(-c2ccc(OC)cc2)ncn1CCc1ccccc1OC	x	-7
NC(=O)c1ccc(NCCc2cccs2)cc1	x	-8
COc1ccccc1CN1C(=O)C(C)ON=C1c1ccccc1F (centres undefined)	x	4
O=C(NCc1ccccc1)c1cc(C2CCCCN2S(=O)(=O)c2cccs2)on1 (centres undefined)	x	2
NC(COCc1ccccc1)c1csc(Nc2ccccn2)n1 (centres undefined)	x	-6
CCCc1c(-c2ccccc2F)ncn1CCc1ccccc1OC	x	-8
COc1cc(-c2cc(=O)c3c(O)cc(O)cc3o2)cc(OC)c1OC	x	-7
CCNC(=O)C1(C)CCCN(Cc2noc(-c3ccccc3OC)n2)C1 (centres undefined)	x	-3
Brc1ccc(-c2nc3c4ccccc4ccn3c2Cc2ccccc2)cc1	x	-2
O=C(CCc1ccccc1)N[C@@H]1c2ccccc2CC[C@H]1OCc1ccccc1	x	-8
CC(C)c1ccc(CC(=O)N2CCC2(C)C(=O)NCc2cccc3ccccc23)cc1 (centres undefined)	x	-2
O=c1cc(Cc2ccc([N+](=O)[O-])cc2)[nH]c(=O)[nH]1	x	-2
CN(CC(=O)Nc1cccc(F)c1)C(=O)c1ccc2c(c1)CC(c1ccccc1)OC2=O (centres undefined)	x	-5
CCCCOCCCNC(=O)C[C@@H]1C[C@@]2(C(=O)OCC)CCCC=C2N(Cc2ccco2)C1=O	x	-6
COc1ccc(-c2ccc(C(=O)NCc3ccc(C(F)(F)F)cc3)c3occc23)c(C)c1	x	-8
CN(Cc1ccccc1)C(=O)c1cnc(Cc2c[nH]c3ccccc23)c(I)c1	x	-5
CCCn1c(SCC(=O)N(CC)c2c(N)n(Cc3ccccc3)c(=O)[nH]c2=O)nnc1-c1ccncc1	x	-6
O=C1C2C3C=CC(CC3)C2C(=O)N1c1ccc(Br)cc1 (centres undefined)	x	-2
Cc1cc2c(=O)cc(-c3ccccc3)oc2c(C(=O)O)c1C	x	-3
CC(C)CCN1C(=O)c2ccccc2C1c1nnnn1C(C)C (centres undefined)	x	-6
CCCCC1Cc2[nH]c(=S)[nH]c(=O)c2C(c2ccc(C(C)C)cc2)O1 (centres undefined)	x	-5
O=C(Nc1cc(S(=O)(=O)N2CCOCC2)ccc1Cl)c1ccc(=O)[nH]c1	x	2
O=C(NCCCOc1ccc([N+](=O)[O-])cc1Cl)OCc1ccccc1	x	-5
COCCN(CCOC)C(=O)[C@@H](Cc1ccccc1)NC(=O)[C@H]1O[C@@H](n2ccc(N)nc2=O)[C@H](O)[C@@H]1O	x	0
CC1=C(C(=O)N(C(C)C)C(C)C)CC(CC(=O)NC(c2ccccc2)c2ccccc2)C(=O)N1CCC1=CCCCC1 (centres undefined)	x	-4
CC(C)C(=O)N1CCC1(C)C(=O)NS(=O)(=O)c1cccs1 (centres undefined)	x	-5
COCCCNC(=O)[C@H]1O[C@@H](n2cnc3c(=O)[nH]c(N)nc32)[C@H](O)[C@@H]1O	x	-6
C[n+]1cccc(NC(=O)c2ccccc2)c1	x	-4
O=C(NN=Cc1ccccc1)C(Oc1ccccc1)c1ccccc1 (centres undefined)	x	-3
Cc1ccccc1-c1cnc(C(O)c2ccc(Cl)cc2C)[nH]1 (centres undefined)	x	-7
CC(Oc1ccc(Cl)cc1)C(=O)Nc1cccc(S(=O)(=O)N2CCCC2)c1 (centres undefined)	x	-7
CCCCNC(=O)c1[nH]c(=O)cnc1-c1ccccc1	x	1
CN(C(=O)c1ccc(NC(=O)Cc2cccc(NC(=O)C3CCN(C(=O)c4ccccc4)CC3)c2)cc1)C1CC1	x	5
O=C(NCc1ccc(Cl)c(Cl)c1)c1cc(C2CCCCN2C(=O)c2ccccn2)on1 (centres undefined)	x	-3
CCc1cc2c(SCC(=O)N3CCN(C(=O)c4cccs4)CC3)ncnc2s1	x	-8
COc1ccc(C(=O)C(=O)N2CCN(S(=O)(=O)c3cccc4c(N(C)C)cccc34)CC2)cc1OC	x	-8
COc1cc(OC)c(OC)cc1C=Cc1ccc2ccccc2n1	x	-7
COC(=O)[C@]12CCCCC=C1N(CCc1ccc(OC)c(OC)c1)C(=O)[C@H](CC(=O)NCc1cccc3ccccc13)C2	x	-7
COCC(=O)N1C[C@H]2CON(C)[C@H]2C[C@H]1c1cccc(-c2ccc(C#N)cc2)c1	x	-6
CC1=C(C(=O)N2CCCCCC2)CC(CC(=O)NCCc2ccccn2)C(=O)N1CCC1=CCCCC1 (centres undefined)	x	-9
C#CCN1C=CC(=O)[C@@H](OC(=O)Nc2ccc(C)cc2)[C@H]1c1ccccc1Br	x	-5
CC1=C(C(=O)N2CCCCCC2)CC(CC(=O)NCCCN(C)C)C(=O)N1CCCN1CCCC1=O (centres undefined)	x	-2
COc1ccc(CN2C(=O)c3ccccc3C2c2nnnn2C(C)C)cc1 (centres undefined)	x	1
C[C@H](CO)N1C[C@H](C)[C@@H](CN(C)S(=O)(=O)c2cn(C)cn2)Oc2cc(Br)ccc2S1(=O)=O	x	-6
CN1OC[C@@H]2CN(Cc3ccccc3)[C@H](c3cccc(-c4ccc(C#N)cc4)c3)C[C@@H]21	x	-4
OC[C@@H]1CN(Cc2ccccc2)C[C@H](n2cnc3c(NCc4ccco4)ncnc32)O1	x	-5
CC(C)(C)c1ccc(CC(=O)N2CCC2(C)C(=O)NS(=O)(=O)c2ccc(F)cc2F)cc1 (centres undefined)	x	-7
CCCCCC(=O)N1C[C@H](O)[C@@H](n2cc(-c3ccc(F)cc3)nn2)C[C@@H]1c1ccccc1	x	2
COC(=O)N1C[C@H](OCc2cn(-c3ccc(OC)cc3)nn2)[C@H]2C[C@@H]1c1ccccc1O2	x	-8
C=Cc1ccc(Cn2c(C)c(C(=O)NCc3ccc(C#N)cc3)sc2=O)cc1	x	3
O=C(OCc1ccccc1)N1CCC2CC1c1ccc(N3CCNCC3)cc12 (centres undefined)	x	-8
COC(C/C=C/[C@H](O)COCc1ccccc1)OC	22	-2

The last 2 entries of the part before lead into the next.
SMILES	PHOSPHO1 block	GalR3 antag
O=C(OCc1ccccc1)N1CCC2CC1c1ccc(N3CCNCC3)cc12 (centres undefined)	x	-8
COC(C/C=C/[C@H](O)COCc1ccccc1)OC	22	-2
COc1ccc(N2CCCn3c2nc2c3c(=O)n(Cc3ccc(F)cc3)c(=O)n2C)c(OC)c1	-42	-1
COC(C[C@@H](O)CC(=O)[C@H](C)OCc1ccccc1)OC	22	-2
COC(C[C@H]1O[C@H]1[C@H](O)[C@@H](C)OCc1ccccc1)OC	22	-5
CCSc1nc2sc3c(c2c(=O)n1C1CCCCC1)CCN(C)C3	60*	-4
N#Cc1ccc(C23CC4(C2)[C@H](CN(Cc2ccc(C(F)(F)F)cc2)[C@@H]4c2ccccc2)C3c2ccc(Cl)nc2)cc1 (some centres undefined)	4	3
COC(C[C@@H]1O[C@@H]1C(=O)COCc1ccccc1)OC	35	-1
Cc1nc(NC(=O)c2ccccc2)sc1C1(C)CC(c2c(Cl)cccc2Cl)=NO1 (centres undefined)	34	1
C=CCn1cnc2c(c1=O)c1nc3ccccc3nc1n2/N=C/c1cccc(OC)c1	-47	-6
